Screening results deposited in PubChem BioAssay by several laboratories.
GPR55 antagonists: inhibition of LPI-stimulated GPR55 beta-arrestin translocation – imaging, U2OS, beta-arrestin-GFP, LPI agonist, primary screen (AID 2013); U2OS GPR55 beta-arrestin-GFP translocation imaging, LPI antagonism; higher % means a stronger effect; one-dose inhibition, % at 10 µM; IC50 in µM for titrated hits; 290,000 tested, 0.13% active;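 active = spots per cell inhibited over 60%, with over 100 cells counted and total cytoplasm intensity under 500,000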;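 also: U2OS cells stably carrying GPR55 and arrestin-GFP stimulated by 5 µM LPI near EC80; imaged beta-arrestin-GFP aggregate spots per cell after agonist stimulation; plate controls were LPI-stimulated DMSO wells for no effect and DMSO wells without LPI for full effect; some results filed as inactive read as strong as hits; confirmed hits need IC50 under 10 µM and bright autofluorescent wells are also inconclusive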
NOD2 inhibition: inhibition of NOD2-driven NF-kB reporter – cell-based, luminescence, uHTS, HEK293 (AID 1566). HEK293 NOD2/NF-kB luciferase reporter, luminescence; higher % means a stronger effect. 290,000 tested, 0.63% active. inhibition, % at 4 µM; hits with a dose series show EC50 in µM; also: many of its hits are not listed in these tables
KOR beta-arrestin-1: kappa opioid receptor activators – cell-based, luminescence, uHTS, primary screen (AID 1777). KOR beta-arrestin recruitment, luminescence; higher % means a stronger effect. one-dose activation, % at 10 µM; EC50 in µM for titrated hits. 280,000 tested, 0.02% active; in the data active = activation above about 50%, passing the limit was not always enough; also: a part of the inactive calls stands beside numbers as strong as those of hits
NOD1 NF-kB reporter: NOD1 signaling inhibitors, primary screen, cell-based, luminescence, uHTS (AID 1578) | NOD1-driven NF-kB luciferase reporter cells, luminescence; higher % means a stronger effect | one-dose inhibition, % at 4 µM; EC50 in µM for titrated hits | 290,000 tested, 1% active; in the data active = inhibition mostly above about 36%, no sharp cut-off; inactive = mostly below about 34%;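 also: HEK-293T reporter cells stimulated with the NOD1 agonist gamma-tri-DAP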
HIV fusion peptide: cell-free HIV fusion peptide-binding blockers – biochemical, uHTS, fluorescence dequenching, primary screen (AID 1986); cell-free peptide binding, fluorescence dequenching, 30 min; higher % means a stronger effect; inhibition, % at 20 µM; hits with a dose series show IC50 in µM; 290,000 tested, 0.3% active; in the data active = inhibition mostly above about 52%, no sharp cut-off; inactive = mostly below about 76%; also: some results filed as inactive read as strong as hits
GPR55 activation: selective activators of receptor GPR55 – imaging, U2OS cells, beta-arrestin-GFP redistribution, primary screen (AID 1961); U2OS GPR55 beta-arrestin-GFP redistribution imaging; higher % means a stronger effect; activation, % at 10 µM, or EC50 in µM where a hit was titrated; 290,000 tested, 0.048% active;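 active = activation above 40% with more than 50 cells counted in the well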;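 also: U2OS osteosarcoma cells stably expressing GPR55 and beta-arrestin-GFP; plate controls were DMSO negative control for no effect and LPI positive control for full effect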
SV40 large T antigen: TAg ATPase/helicase activity blockers – biochemical (AID 1903) | one-dose inhibition, % at 20 µM; IC50 in µM for titrated hits | SV40 large T antigen ATPase/helicase inhibition assay; higher % means a stronger effect | 310,000 tested, 0.39% active; in the data active = a potency from the dose series; also: strong numbers were not always called active
MgcRacGAP inhibition: MgcRacGAP GTPase-activating activity inhibitors, confirmation, biochemical, ADP Hunter fluorescence | MgcRacGAP-stimulated Rac1 GTP hydrolysis, ADP Hunter fluorescence; higher % means a stronger effect; GST-tagged Rac1 F28L mutant substrate | inhibition, % at 30 µM; hits with a dose series show IC50 in µM | 340,000 tested, 0.6% active | AID 624330;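 active = first-screen hits whose inhibition reached a set limit at any dose in the follow-up dose series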;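 also: fluorescence reports GDP produced by GAP-driven GTP hydrolysis; strong numbers were not always called active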
KOR beta-arrestin-2: KOR antagonists, beta-arrestin recruitment, cell-based, luminescence, uHTS (AID 1778) | KOR beta-arrestin recruitment, luminescence, antagonist mode; higher % means a stronger effect | one-dose inhibition, % at 10 µM; IC50 in µM for titrated hits | 290,000 tested, 0.091% active; also: strong numbers were not always called active
* marks the source's active call; other numbers are inactive results; nt = no result given; [ ] = remark or other dose. Rule as the data show it, unless noted: active = inhibition above about 50%; inactive = the rest.

GPR55 antagonists,NOD2 inhibition,KOR beta-arrestin-1,NOD1 NF-kB reporter,HIV fusion peptide,GPR55 activation,SV40 large T antigen,MgcRacGAP inhibition,KOR beta-arrestin-2,structure
1.8%,8.5%,-4.5%,-17.3%,-1.2%,-0.2%,1.4%,0.9%,17.2%,CCn1c(SC)nnc1C1CCN(CC(=O)Nc2ccccc2N2CCOCC2)CC1
-5.1%,-5.6%,-2.2%,19.6%,-2.6%,0.0%,11.2%,-0.7%,20.5%,O=C(COc1ccc2c3c(c(=O)oc2c1)CCCC3)NCc1cccnc1
0.7%,7.0%,3.5%,-16.5%,-1.2%,0.0%,1.4%,12.0%,13.0%,O=C(c1nn(Cc2ccccc2)c(=O)c2ccccc12)N1CCc2ccccc2C1
11.2%,3.2%,-6.8%,-27.5%,-0.3%,0.0%,7.3%,17.7%,-15.8%[20 µM],COc1ccc(C)cc1NC(=O)CSc1nc2ccccc2nc1N1CCCC1
19.2%,14.2%,1.1%,-11.6%,0.2%,-0.1%,6.0%,12.2%,7.4%,CCCCNC(=O)Cc1cc(=O)[nH]c(=O)[nH]1
26.9%,19.0%,7.9%,0.7%,-0.9%,-0.1%,5.5%,7.9%,-3.2%,CCCCCc1cc(=O)oc2c(C(CCN(CC)CC)c3cc(OC)c(OC)c(OC)c3)c(OC)cc(OC)c12 (configuration not stated)
-1.4%,-9.0%,-1.6%,-41.1%,5.4%,-0.2%,5.5%,4.3%,11.5%,Cc1ccc(C)c(N(CC(=O)NN=C2CCN(C)CC2)S(=O)(=O)c2ccccc2)c1
-10.8%,18.2%,-3.3%,-13.8%,8.1%,-0.2%,5.0%,7.5%,-28.9%,O=S(=O)(Nc1ccc(Br)cn1)c1ccc(Cl)s1
-5.7%,-37.0%,0.8%,-3.5%,0.0%,-0.4%,3.3%,3.6%,-3.9%,Cc1cc(C)c(NC(=S)NCCCSC2CCCCC2)c(C)c1
14.6%,-10.9%,-6.5%,-22.7%,-1.1%,-0.1%,4.5%,-11.7%,-0.4%,Cc1ccc2c(c1)N(CC(=O)NCCc1c[nH]c3ccccc13)C(=O)CO2
-3.8%,4.0%,3.3%,10.9%,-1.9%,-0.1%,0.1%,4.5%,-10.6%,COc1ccc(OC)c(C(=O)c2ccc(C(=O)N3CCCCC3)cc2)c1
12.5%,2.0%,0.0%,-4.4%,3.8%,-0.1%,-6.2%,6.0%,5.3%,CCc1cccc2c(C#N)cn(CC(=O)NCCOC)c12
8.1%,13.3%,-2.5%,11.6%,-2.4%,1.0%,-1.2%,105µM*,29.5%,Cc1ccc(OCCCN2CCCC2)c(C)c1
-8.6%,18.5%,-2.9%,-30.7%,-0.2%,0.3%,1.5%,5.7%,-2.1%,CCC(C(=O)NC1CCCC1)N(C(=O)Cn1nnc(-c2ccc(OC)c(OC)c2)n1)c1cccc(O)c1 (configuration not stated)
-0.7%,16.6%,-2.2%,-22.4%,-0.7%,-0.1%,-1.9%,11.4%,-37.5%[20 µM],CCOC(=O)c1ccccc1NC(=O)CSc1nncn1C
12.2%,-4.1%,-1.3%,-14.0%,-0.9%,-0.1%,19.4%,-3.3%,35.8%,O=C(c1ccncc1)N(Cc1ccccc1)Cc1nc2ccccc2c(=O)[nH]1
-10.8%,15.8%,5.2%,-4.9%,1.4%,0.3%,8.0%,1.5%,14.7%,Cc1cc(C)cc(N(CC(=O)NC2CCCCCC2)S(=O)(=O)c2c(C)[nH]c(=O)[nH]c2=O)c1
-11.7%,12.6%,4.9%,-30.0%,-0.6%,0.1%,8.5%,3.9%,-0.9%,O=C1CCN(C(=O)c2cccs2)c2ccccc21
4.6%,-10.2%,-8.0%,-32.6%,-3.5%,-0.1%,-3.1%,9.5%,14.9%,CCc1ccccc1NC(=O)c1ccc(CN2CCC(Cc3ccccc3)CC2)cc1
-13.0%,10.9%,-2.1%,-9.6%,0.7%,-0.2%,2.3%,5.0%,4.7%,COc1ccc(C)cc1NCC(=O)Nc1ccc(C(C)(C)C)cc1
14.8%,15.8%,-2.8%,-3.7%,-0.3%,0.4%,15.2%,7.8%,23.4%,COc1ccc(NC(=O)c2ccc(S(=O)(=O)N3CCCCCC3)cc2)c(OC)c1
-0.3%,1.3%,7.7%,-4.7%,-0.7%,0.0%,6.3%,13.1%,-36.2%,COc1cc(NC(=O)CCc2nnc3ccc(N4CCN(C)CC4)nn23)cc(OC)c1
9.9%,13.6%,-1.3%,2.6%,0.2%,0.1%,8.6%,8.3%,-25.5%,CCCCn1c(SCc2ccccn2)nc2c1c(=O)n(C)c(=O)n2C
6.3%,12.2%,nt,-24.3%,1.9%,0.6%,20.6%,5.2%,nt,Cc1ccc(-c2csc(N3CCN(c4cc5c(cc4Cl)nc(-c4ccncc4)n5CCN4CCCCC4)CC3)n2)cc1
-9.6%,2.6%,4.5%,24.4%,2.9%,-0.1%,25.5%,5.0%,-44.5%,CCOc1ccc(-c2c(C(=O)N/N=C/c3sccc3C)nnn2-c2nonc2N)cc1
0.0%,-16.0%,-2.0%,-23.6%,-2.0%,0.4%,20.8%,8.0%,-31.4%,CN(C)c1ccc(/C(=N\O)c2ccccc2)cc1
7.8%,1.1%,0.4%,-39.3%,-0.5%,0.2%,nt,5.2%,-29.8%,COC(=O)CSc1nc(C)cc(C)c1C#N
-4.3%,-1.3%,-0.5%,-26.8%,2.2%,0.1%,22.4%,8.1%,-26.7%,O=c1cc(CN2CCN(c3ccccc3)CC2)c2cc(O)c(-c3ccccc3)cc2o1
2.1%,2.2%,-1.9%,-8.9%,-2.6%,-0.2%,8.1%,1.4%,19.0%,O=C(CCCC(=O)N1CCCc2ccccc21)N1CCCc2ccccc21
4.4%,25.4%,-3.1%,-2.6%,-0.7%,-0.2%,-6.1%,4.0%,1.0%,O=C(NNc1cc(N2CCOCC2)nc(N2CCOCC2)n1)C12CC3CC(CC(C3)C1)C2
4.9%,13.2%,1.6%,-35.4%,-4.6%,-0.5%,12.2%,4.8%,-8.2%,c1ccc2c(CN3CCOCC3)csc2c1
9.0%,-165.6%,6.4%,-109.4%,-1.5%,-0.1%,7.6%,-3.9%,21.4%,O=C(NCCSc1ccccc1)c1ccc(Br)cc1
2.1%,-3.0%,-4.9%,-9.6%,31.8%,-0.1%,16.3%,4.9%,13.0%,CSc1ccc(/C=c2\s/c(=C\C(=O)C(C)(C)C)n(CC(=O)NCCC3=CCCCC3)c2=O)cc1
1.7%,11.3%,2.2%,3.7%,5.7%,-0.3%,12.9%,4.0%,-70.4%,Cc1cc2cc(CNC(=O)c3cccs3)ccc2[nH]1
11.9%,-0.1%,12.3%,-24.5%,0.4%,1.0%,1.7%,6.5%,-31.1%,C/C(=N\NC(=O)c1cccnc1)c1cc2ccccc2o1
-1.0%,2.7%,0.3%,-4.1%,-1.3%,0.4%,26.7%,10.7%,14.0%,CC1(C)Cc2nc3sc(C(N)=O)c(N)c3cc2CO1
4.1%,9.4%,1.0%,-35.6%,0.9%,0.3%,24.3%,6.9%,-6.7%,CCNC(=S)N(CCc1ccc(OC)c(OC)c1)Cc1cc2cc(OC)ccc2[nH]c1=O
3.3%,12.3%,-3.4%,-24.9%,0.4%,-0.1%,8.5%,13.3%,-20.2%,CCCNC(=O)c1ccc(N2CC3CC(C2)c2cccc(=O)n2C3)c(NC(=O)Nc2ccc(CC)cc2)c1 (configuration not stated)
16.4%,11.5%,0.0%,17.3%,-1.2%,0.2%,4.5%,8.0%,-42.6%,CCCCNc1c2c(nc3c(-c4ccccc4)c(C)nn13)CCC2
11.7%,13.4%,1.5%,13.6%,-1.2%,-0.1%,2.9%,13.8%,0.6%,CCOC(=O)Nc1ccc2c(c1)N(C(=O)CCN(C)C)c1ccccc1S2
0.4%,18.1%,2.7%,-0.6%,0.6%,-0.1%,11.8%,4.0%,-17.4%,CCCCC(=O)Nc1cccc(NC(=O)c2cccnc2Cl)c1
18.7%,0.2%,-0.9%,-16.7%,0.4%,-0.1%,2.7%,11.4%,4.7%,CCn1c(SCc2c(F)cccc2Cl)nnc1-c1ccco1
2.5%,7.5%,-0.3%,-24.1%,1.0%,0.6%,5.3%,1.9%,13.6%,CC1CN(Cc2ccccn2)CCC1=O (configuration not stated)
-23.4%,16.2%,-1.1%,-26.8%,-0.9%,-0.2%,2.5%,4.9%,-54.4%,CC(=O)c1ccc(OCCNS(=O)(=O)c2ccc(-n3cnnn3)c(C)c2)cc1
4.4%,8.5%,-4.6%,-7.9%,0.1%,-0.1%,2.9%,16.7%,11.8%[20 µM],COCCCNC(=O)C1c2ccccc2Oc2ccccc21
-7.4%,7.1%,-4.8%,-21.1%,-0.2%,-0.1%,3.9%,2.9%,-8.9%[20 µM],COC(=O)c1ccc(C(=O)OC)c(NC(=S)N2CCOCC2)c1
6.2%,1.3%,-2.8%,-29.5%,-0.2%,0.0%,9.6%,5.2%,9.0%,CC(NC(=O)c1ccccc1OC(F)F)c1ccc(-n2ccnc2)cc1 (configuration not stated)
5.6%,4.1%,-2.1%,0.0%,9.6%,0.2%,7.8%,5.8%,-18.8%,Cc1cc(C)n2c(SCC(=O)NCc3ccco3)nnc2n1
6.6%,18.3%,-6.3%,-8.3%,0.7%,0.5%,1.3%,5.4%,22.9%,Cc1c(NC(=O)COc2cccc3c2OC(C)(C)C3)c(=O)n(-c2ccccc2)n1C
-3.7%,3.5%,-1.3%,11.5%,-0.7%,-0.1%,-2.0%,6.6%,4.6%,N#C/C(C(N)=O)=C1/CCc2ccccc2N1
-3.6%,-98.9%,-1.6%,1.5%,-2.2%,-0.1%,-1.5%,8.8%,21.0%,O=C(Nc1nc2ccccc2[nH]1)c1ccccc1O
7.7%,-23.2%,-1.3%,8.0%,-2.6%,-0.1%,7.0%,nt,13.8%,CC(=O)C1=NOC2C(=O)N(c3ccc(Cl)cc3)C(=O)C12 (configuration not stated)
5.4%,14.3%,15.3%,15.8%,1.7%,-0.1%,15.9%,1.0%,-20.6%,COc1cccc(CN2CCN(CC(=O)Nc3ccccc3Cl)CC2)c1
1.5%,9.3%,-0.5%,nt,-3.6%,-0.1%,-0.1%,1.2%,-46.4%,NC(=O)c1cccc2c(=O)oc3ccccc3c12
1.5%,-15.7%,6.8%,-56.6%,0.8%,-0.1%,7.0%,8.1%,-25.4%,COc1ccc(C(=S)N2CCOCC2)cc1OC(=O)c1ccc(C)cc1
11.2%,7.7%,nt,-21.6%,-2.0%,-0.1%,18.3%,1.8%,-10.3%[20 µM],Nc1cc(Cl)ccc1N1CCCCC1

An excerpt; rates above refer to the full screens.
